RmlCD inh 1536: M. tuberculosis RmlC/RmlD inhibition. P9WH09+P9WH11. RmlC+RmlD coupled enzyme assay, percent inhibition; primary screen in compound mixtures. inhibition, % at 3.6 µM. hit rate 0.03% among 160,000. AID 1533; in the data active = inhibition mostly above about 34%, no sharp cut-off; note: some results filed as inactive read as strong as hits
Target sequence (P9WH09 whole entry, looked up): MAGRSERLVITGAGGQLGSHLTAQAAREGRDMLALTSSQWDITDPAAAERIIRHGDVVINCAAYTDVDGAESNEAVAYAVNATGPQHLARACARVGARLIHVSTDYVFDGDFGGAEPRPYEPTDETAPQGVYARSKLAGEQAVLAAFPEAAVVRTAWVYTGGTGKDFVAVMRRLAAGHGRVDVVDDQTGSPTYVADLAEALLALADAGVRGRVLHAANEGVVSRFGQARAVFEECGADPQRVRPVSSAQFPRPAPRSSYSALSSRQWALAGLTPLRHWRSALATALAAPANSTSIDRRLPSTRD
Target sequence (P9WH11 whole entry, looked up): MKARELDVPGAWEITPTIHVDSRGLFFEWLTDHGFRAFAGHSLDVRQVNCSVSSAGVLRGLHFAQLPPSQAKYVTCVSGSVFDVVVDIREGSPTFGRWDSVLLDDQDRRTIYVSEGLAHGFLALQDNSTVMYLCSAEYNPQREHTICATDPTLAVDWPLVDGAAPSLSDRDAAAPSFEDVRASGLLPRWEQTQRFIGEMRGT
GlmU inhibition: inhibition of mycobacterial GlmU enzyme – biochemical, glucosamine-1-phosphate acetyltransferase (AID 1376) | M. tuberculosis GlmU acetyltransferase enzyme assay; higher % means a stronger effect | one-dose inhibition, %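 (tested at 30 µM in the primary screen)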; IC50 in µM for titrated hits | hit rate 0.25% among 220,000; in the data active = inhibition above about 13%;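 note: 0% = complete reaction with vehicle and 100% = reaction without substrate; strong numbers were not always called active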
The depositor's hits bear a star; i = inactive; . = not tested or not shown. These rows are one share of the data; the hit share may differ from the screen's.

SMILES | RmlCD inh 1536 | GlmU inhibition
O=C(Nc1ccccc1)OC1CC2CC1C1CCCC21 (centres undefined) | 3 | -1.9%
COc1ccc(C2CC(C(F)(F)F)n3nc(C(=O)Nc4ccc5c(c4)OCO5)cc3N2)cc1 (centres undefined) | -6 | 6.5%
O=C(NNC(=O)c1ccncc1)c1ccncc1 | -9 | 2.3%
Cc1ccc(OCCNC(=O)c2ccco2)cc1C | . | 0.6%
CCS(=O)(=O)N1Cc2ccccc2CC1C(=O)OCC(=O)Nc1ccc(SC(F)F)cc1 (centres undefined) | 11 | 2.3%
COc1cc(OC)c(OC)cc1/C=N/NC(=O)c1cnccn1 | -14 | 1.6%
CC(C)CC(=O)Nc1ccccc1N1CCN(c2ccccc2)CC1 | 8 | 3.2%
CN1CCC(NC(=O)Nc2cccc(C(F)(F)F)c2)CC1 | . | 0.3%
Clc1ccc(CSc2nnc3c(n2)[nH]c2ccccc23)cc1 | -9 | -2.2%
CCCC(c1c(C)n(C)n(-c2ccccc2)c1=O)c1c(C)n(C)n(-c2ccccc2)c1=O | 2 | -4.7%
CC(=O)N1CCN(CCN=CC2=C(O)CC(c3cccs3)CC2=O)CC1 (centres undefined) | 5 | 0.0%
O=[N+]([O-])c1ccc(CSc2nnc(-c3cnccn3)o2)cc1 | -1 | -1.5%
Cc1ccc(NC(=S)N/N=C/c2cccn2Cc2ccccc2F)cc1 | 11 | -3.5%
O=S(=O)(CCSc1ccccn1)c1nc2ccccc2s1 | 7 | 0.6%
CCSCCOC(=O)C1=C(C)NC(=O)NC1c1cc(OC)ccc1OC (centres undefined) | 3 | 1.7%

Arranged by count of non-hydrogen atoms (low to high): some entries from above.
SMILES | RmlCD inh 1536 | GlmU inhibition
O=[N+]([O-])c1ccc(CSc2nnc(-c3cnccn3)o2)cc1 | -1 | -1.5%
CC(C)CC(=O)Nc1ccccc1N1CCN(c2ccccc2)CC1 | 8 | 3.2%
CC(=O)N1CCN(CCN=CC2=C(O)CC(c3cccs3)CC2=O)CC1 (centres undefined) | 5 | 0.0%
COc1ccc(C2CC(C(F)(F)F)n3nc(C(=O)Nc4ccc5c(c4)OCO5)cc3N2)cc1 (centres undefined) | -6 | 6.5%

As entered above.
GlmU inhibition result of CC(C)CC(=O)Nc1ccccc1N1CCN(c2ccccc2)CC1 = 3.2%
GlmU inhibition result of CCS(=O)(=O)N1Cc2ccccc2CC1C(=O)OCC(=O)Nc1ccc(SC(F)F)cc1 (centres undefined) = 2.3%
RmlCD inh 1536 result of CC(=O)N1CCN(CCN=CC2=C(O)CC(c3cccs3)CC2=O)CC1 (centres undefined) = 5

(more compounds)
SMILES | RmlCD inh 1536 | GlmU inhibition
CCN1CCN(c2ccc(NC(=O)c3cccc(F)c3)cc2Cl)CC1 | -7 | -0.8%
COc1ccc(NC(=O)CN2C(=O)C(c3ccccc3)=NC23CCCCCC3)cc1OC | -14 | -4.0%
COCCNC(=O)C(c1ccc(C)o1)N(Cc1cccs1)C(=O)c1snc(C(N)=O)c1N (centres undefined) | 6 | -0.2%
COc1ccc(C(CC(=O)N2CCCC(C)C2)c2c(OC)cc(OC)c3c(-c4ccccc4)cc(=O)oc23)cc1 (centres undefined) | . | 7.1%
CC1(C)C(=O)NCCN1C(=O)CCC(=O)O | . | -2.2%
CCc1nnc(NS(=O)(=O)c2ccc(N3C(=O)c4ccc(C(=O)O)cc4C3=O)cc2)s1 | -12 | 6.0%
COC(CNC(=O)c1ccc2c(c1)ncn2-c1ccc(F)c(F)c1)OC | -9 | -5.7%
COc1ccc(N=C(C)C2=C(O)CSC2=O)cc1 | . | 1.4%
O=C(O)COc1ccc(/C=N/NC(=O)COc2nsnc2N2CCOCC2)cc1 | 1 | -5.5%
Cn1nc(Oc2nc(N3CCOCC3)nc(N3CCOCC3)n2)ccc1=O | . | 3.6%
CC(C(=O)c1c[nH]c2ccccc12)N1CCc2ccccc2C1 (centres undefined) | . | 1.8%
CCOc1nc(NC(=O)NS(=O)(=O)Oc2cccc(Cl)c2)nc(-c2ccccc2)n1 | . | -0.6%
CC1(c2ccccc2)CC(C)(C)N(C(=O)CSc2nnc(N)s2)c2ccccc21 (centres undefined) | -8 | 1.9%
O=C(O)C=C1C2CC3CC(C2)CC1C3 | -7 | -1.1%
CCCc1cc(=O)n2[nH]c(C)c(-c3ccccc3)c2n1 | . | 1.1%
O=C(COc1ccc(Cl)cc1)N1CCN(C(=O)c2cccs2)CC1 | 0 | 2.8%
O=C(NCCN1CCOCC1)c1ccc(-c2ccccc2)cc1 | . | -2.2%
Cc1c(NC(=O)CSc2nnc(COc3ccccc3)n2-c2ccccc2)c(=O)n(-c2ccccc2)n1C | -4 | 4.5%
COc1cc(NC(=O)C2CCCCC2)c(OC)cc1NC(=O)CN1CCCCC1 | . | 5.5%
Cc1ccc(OCc2nnc(SCC(=O)Nc3ccc4c(c3)OCCO4)n2Cc2ccco2)cc1 | . | -1.0%
COc1cc(C(=O)OCn2nnc3ccccc3c2=O)cc(OC)c1OC | -3 | 6.1%
S=C(Nc1ccc(Cc2ccncc2)cc1)Nc1cccc(Cl)c1 | 9 | 2.0%
CC1Oc2cc3oc4c(O)c(O)ccc4c(=O)c3c(O)c2C1(C)C (centres undefined) | . | 2.9%
CCCCn1c(SCC(N)=O)nc2c(sc3ccccc32)c1=O | 34 | -0.5%
O=C(c1cccs1)N1CCCC1 | . | 0.3%
CC1(C)Cc2c(sc3c2c(=N)n(Cc2ccco2)c(=O)n3CC(=O)Nc2ccc(Cl)cc2)CO1 | . | 4.4%
CC(C)(C)C(=O)Nc1c(Br)c(C2CC2)nn1-c1ccccc1 | 6 | 3.4%
O=C(Nc1cc(SCC(O)CO)cc([N+](=O)[O-])c1)c1ccc(-n2cnnn2)cc1 (centres undefined) | 0 | -5.9%
CCn1c2ccccc2c2cc(NS(=O)(=O)c3ccc(C)cc3)ccc21 | -4 | -0.7%
Cc1ccc2nc3c(cc2c1)c(NC(=O)C1CCCO1)nn3CC(C)C (centres undefined) | -6 | 5.5%

Complete entries as entered above.
CC1Oc2cc3oc4c(O)c(O)ccc4c(=O)c3c(O)c2C1(C)C (centres undefined) reads RmlCD inh 1536: .; GlmU inhibition: 2.9%
Cc1c(NC(=O)CSc2nnc(COc3ccccc3)n2-c2ccccc2)c(=O)n(-c2ccccc2)n1C reads RmlCD inh 1536: -4; GlmU inhibition: 4.5%

Continuation:
SMILES | RmlCD inh 1536 | GlmU inhibition
COc1ccc(CC(=O)NCc2n[nH]c(=S)n2-c2cccc(Cl)c2)cc1 | -5 | -3.6%
Cc1ccccc1Oc1nc2ccccc2n2cnnc12 | -2 | -3.6%
COc1ccc(-c2nc3ccccc3o2)cc1NC(=O)CSc1ccc(Cl)cc1 | 9 | -5.0%
Cn1c(=O)c2c(ncn2CC(=O)N2CCOCC2)n(C)c1=O | . | 0.3%
CCOC(=O)CNc1nc(Cl)nc(Nc2ccc(C)cc2)n1 | 6 | -6.0%
CCCCN1CC2([N+](=O)[O-])C=CC(=O)C([N+](=O)[O-])(C1)C2CC(=O)c1ccccc1 (centres undefined) | -8 | 0.6%
COc1ccc(C(=O)NCCn2cc(SCC(=O)Nc3nnc(C)s3)c3ccccc32)cc1 | . | 2.3%
Nc1ccc(C(=O)NCC2(c3ccccc3)CCCC2)cc1 | . | 0.0%
CNc1nc(-c2ccccc2)cc(C(F)(F)F)c1C#N | 11 | 1.8%
S=C(NCc1ccco1)Nc1ccc2c(c1)OCCO2 | -12 | -2.9%
CC(=O)NCC1CCCN(c2nc3nonc3nc2N(C)Cc2ccccc2)C1 (centres undefined) | 13 | -10%
CCOc1ccc(C(=O)N/N=C/c2ccccc2[N+](=O)[O-])cc1 | 14 | 5.0%
COc1ccc(C(=O)NC(Cc2ccccc2)c2ccc3c(c2)OCCCO3)cc1 (centres undefined) | -7 | 1.4%
CCOC(=O)c1c(N)n(-c2ccc(N)cc2)c2nc3ccccc3nc12 | . | 3.1%
N#Cc1c(-c2ccc(Br)cc2)cc(-c2cccnc2)nc1N | 5 | 3.6%

Looked up one by one from the entries so far (three):
SMILES | RmlCD inh 1536 | GlmU inhibition
COc1ccc(C(=O)NC(Cc2ccccc2)c2ccc3c(c2)OCCCO3)cc1 (centres undefined) | -7 | 1.4%
O=C(NCCN1CCOCC1)c1ccc(-c2ccccc2)cc1 | . | -2.2%
CC(C)CC(=O)Nc1ccccc1N1CCN(c2ccccc2)CC1 | 8 | 3.2%

Remaining list, next part.
SMILES | RmlCD inh 1536 | GlmU inhibition
CN(c1ccccc1)c1nc(N)c([N+](=O)[O-])c(NCc2ccccc2)n1 | . | -0.7%
O=c1oc2cc(OCc3ccc([N+](=O)[O-])cc3)ccc2c2c1CCCC2 | 9 | -5.4%
Nc1c(S(=O)(=O)c2cccs2)c2nc3ccccc3nc2n1/N=C/c1cccc(O)c1 | -9 | -4.1%
CC(=O)c1cnc(N2CCCCC2)nc1C | -11 | 2.3%
Cc1ccnc(NC(=O)CCC(=O)N(CC(=O)NC2CCCCC2)c2cccc(C)c2C)c1 | 1 | 0.7%
COc1cccc(-c2nc(-c3ccc4c(c3)-c3ccccc3S4(=O)=O)c(-c3ccccc3)[nH]2)c1OC | . | -11%
CCCCN(CCCC)c1nc2ccccc2nc1C(C#N)C(=O)NCCCOC (centres undefined) | . | 6.4%
COc1cnc(SCc2ccc(Cl)c(Cl)c2)nc1Cl | . | 1.2%
CC(C)CC(=O)OCc1cn(-c2ccccc2)nn1 | -10 | 0.7%
O=S(=O)(c1cccc2nsnc12)N1CCN(c2ccccc2F)CC1 | 4 | -2.7%
[O-]/[N+](=C\c1ccccc1)[C@@H]1CCCC[C@@H]1/[N+]([O-])=C/c1ccccc1 | . | 1.4%
CCOCC(=O)NCc1ccc2c(c1)OCO2 | -40 | -4.0%
O=C(NC(Cc1c[nH]c2ccccc12)C(=O)O)/C(=C\c1ccc2c(c1)OCO2)NC(=O)c1ccccc1 (centres undefined) | . | -2.9%
CCC(=NCc1ccco1)c1c(O)[nH]c(=O)[nH]c1=O | . | -3.6%
CCc1sc(C(=O)Nc2cc(Cl)ccc2N2CCCCC2)cc1C | . | -1.8%
Cn1c(CCN2CCOCC2)nc2cc(NS(=O)(=O)c3ccccc3)ccc21 | -1 | -7.3%
O=C(CN1CCN(S(=O)(=O)c2ccc(F)cc2)CC1)Nc1cccc(C(F)(F)F)c1 | 0 | .
COc1ccc(Cl)cc1Nc1nc(NCCO)nc(N2CCCC2)n1 | -6 | .
C/C(CC(=O)Nc1cc(Cl)ccc1Cl)=N\NC(N)=S | 0 | -4.8%
COC(=O)C[C@H]1c2ccccc2S(=O)(=O)N1Cc1ccc(OC)cc1 | . | -4.1%
CC1=C(C(=O)OCc2ccccc2)C(c2ccccc2)NC(=O)N1CCCCCC(=O)O (centres undefined) | . | 2.4%
CCCn1c(=O)c(Br)cn(-c2ccccc2C)c1=O | -5 | 6.7%
CC(=O)N(CN1C(=O)c2ccc([N+](=O)[O-])cc2C1=O)c1ccc(F)cc1 | 8 | 0.8%
O=C(c1ccc([N+](=O)[O-])cc1)N(Cc1ccc(Cl)cc1Cl)N1C(=O)CCCC1=O | -3 | -2.3%
COC(=O)c1ccccc1S(=O)(=O)N1CCC(C(=O)OC(C)C(=O)NC(N)=O)CC1 (centres undefined) | 1 | 2.7%
CCN(CC)C(=O)c1cc2cc(Br)ccc2oc1=O | 6 | 21%
Cc1nc(SCCC(C)C)c([N+](=O)[O-])[nH]1 | . | 0.0%
CN(CC(=O)N1CCN(c2ccccn2)CC1)S(=O)(=O)c1ccc2ccccc2c1 | 3 | -2.2%
CC(=O)c1cc(C#N)c(SCC(=O)OC(C)C)nc1C | . | 3.5%
Cc1[nH]c2c(C(F)(F)F)cccc2c1CCN | -4 | -4.7%
CN(C)c1ccc(/C=C/c2ccc3ccccc3n2)cc1 | -2 | 2.4%
Cc1[nH]nc2c1C(c1ccccc1)C1=C(CC(C)(C)CC1=O)N2 (centres undefined) | i | -0.1%
CCOC(=O)C(=CNNc1c(C)csc1C(=O)OC)C(=O)OCC | -9 | -2.5%
O=C1CCc2cc(S(=O)(=O)NC(Cc3ccccc3)C(=O)NC3CCCCC3)ccc2N1 (centres undefined) | 20 | .
O=S(=O)(NCc1ccco1)c1ccc2c(c1)Cc1ccccc1-2 | . | 5.0%
CCc1ccc(OCC(=O)O/N=C(\N)c2ccccn2)cc1 | -7 | -0.2%
CC(NCC(O)COc1ccc(S(=O)(=O)N2CCOCC2)cc1)c1ccccc1 (centres undefined) | 5 | -0.6%
CCOC(=O)c1cc(-c2ccccc2)sc1NC(=O)CCN1C(=O)c2ccccc2C1=O | 8 | -1.6%
CCN(CC)CCN(Cc1cc2ccc(C)cc2[nH]c1=O)C(=O)NC1CCCCC1 | . | 14%*
Cc1ccnc(NS(=O)(=O)c2cnc(Cl)c(Br)c2)c1 | 5 | -7.4%
COc1cc(S(=O)(=O)N2CCN(C)CC2)c(OC)cc1Cl | 0 | -3.1%
O=C(c1ccc(F)cc1)N1CCN(C(=O)c2cccnc2)CC1 | . | -3.3%
Cc1nc(-c2nc(C(=O)NNS(C)(=O)=O)cs2)cs1 | -8 | -0.6%
CCOC(=O)c1c(C)n(C)c2cc(-c3ccc(C)cc3)c(O)cc12 | 3 | 0.6%
C=CCNC(=S)NCC=C | -9 | 5.0%
CCOC(=O)c1sc(CS(=O)(=O)c2ccc(Cl)cc2)nc1C | 6 | -1.9%
COc1ccc(C(=O)NCC(=O)NCC(=O)OCC(=O)C(C)(C)C)cc1 | . | 1.6%
CCOC(=O)c1nnn(CC(=O)N2N=C(c3cccc4ccccc34)CC2c2ccccc2)c1C(=O)OCC (centres undefined) | . | 6.2%
Cc1occc1C(=O)Nc1sc2c(c1C(N)=O)CCCCC2 | 4 | -2.9%

Assay outcomes deposited in PubChem by several laboratories.
